# Source: PubChem BioAssay (National Center for Advancing Translational Sciences (NCATS))
# S2 tox – viability counter-screen for ATXN expression inhibitors. actives 0.49% (n = 400,000). S2 cells (HEK-293 line with an ATXN2-luciferase reporter) viability, CellTiter-Fluor protease fluorescence, 24 h. Potency, µM (series often up to 56.7 µM), actives largely listed as cytotoxic; further: potency means the concentration at half of the fitted maximal effect; nearly all actives have a fitted effect of over 40% in size
# ATXN2 expr inh – reduces ATXN2 reporter expression in HEK-293 cells; actives 0.72% (n = 360,000); AID 1745845; Potency, µM (titrated, usually from 57 µM), inactives show at the highest dose activity change, negative = inhibition, most hits filed as inhibitors; HEK-293 ATXN2-luciferase reporter, luminescence, 24 h; further: potency means the concentration at half of the fitted maximal effect; on the % scale 0 is the no-effect control and ±100 the full control effect; nearly all actives have a fitted effect of over 55% in size
#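 ATXN2-luciferase reporter cells (luciferase flanked by upstream and downstream ATXN2 gene portions) were treated 24 h at 37 °C with compounds at up to 57 uM. SteadyGlo luminescence gave expression; GF-AFC fluorescence gave viability.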
# IL1B secr inh – blocks inflammasome-driven IL-1 beta release. activity change, % at 57.5 µM. THP-1 LPS/ATP IL-1B secretion, AlphaLISA, 16 h; stronger effect = lower value. actives 4.7% (n = 360,000); in the data active means activity change below about -50%; inconclusive means mostly about -30% to -49%; further: on the % scale 0 is the no-effect control and ±100 the full control effect
#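 Secreted IL-1B measured by AlphaLISA bead assay after 16 h compound exposure of THP-1 cells; compounds (final up to 57.5 uM) added 1 h before LPS (250 ng/mL) and ATP (1.25 mM) stimulation; lower signal means less secretion.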
# HT1080NT lethal – kills 2HG-producing HT-1080-NT fibrosarcoma cells | AID 686970 | HT-1080-NT fibrosarcoma viability, CellTiter-Glo ATP luminescence, 48 h | actives 1.6% (n = 360,000) | Potency, µM (top dose mostly 46.1 µM), for inactives: at the top dose activity, negative = less viability, most hits filed as cytotoxic;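 further: NT is the 2HG producing partner of a matched IDH1 knockdown line; potency means the concentration at half of the fitted maximal effect; 0% = DMSO-treated cells and -100% = media-only wells without cells; nearly all actives have a fitted effect of over 55% in size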
#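 Toxicity toward the 2HG-producing NT line was scored as %Activity, normalised to DMSO and no-cell wells, from CellTiter-Glo luminescence after 48 hours' treatment.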
# MCF10A rereplic – inducers of DNA re-replication in MCF 10A breast cells | MCF 10A DNA re-replication, Hoechst nuclear intensity, 48 h | Potency, µM (series often up to 46.1 µM), inactives show top-dose activity, positive = re-replication, usual class: activators | actives 2.9% (n = 350,000); further: potency means the concentration at half of the fitted maximal effect; % of control where 0% means no effect; nearly all actives have a fitted effect of over 50% in size
# HepG2 tox – HepG2 cytotoxicity, counter-screen for TGF-b inhibitors | Potency, µM (highest dose often 46.1 µM), without a hit: at the top dose activity change, negative = cytotoxicity, actives largely listed as cytotoxic | AID 588856 | HepG2 CAGA-GFP viability, ATP luminescence, 18 h | actives 0.76% (n = 410,000); further: potency means the concentration at half of the fitted maximal effect; some results filed as inactive show a strong effect at the top dose
#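 HepG2 CAGA-GFP cells (1000/well, DMEM with 1% FBS) received compound, then TGF-beta at 500 pg/mL final, and were incubated 18 hours at 37 degrees C. Viability was read by CellTiter-Glo luminescence. Media-only wells were set as complete cell-killing and DMSO as no toxicity.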
# HT1080 IDH1KD tx – toxicity to HT-1080 IDH1 knockdown cells (counter line) | Potency, µM (titrated, usually from 46.1 µM), without a hit: top-dose activity, negative = toxicity, usual class: cytotoxic | HT-1080 IDH1 knockdown viability, ATP luminescence, 48 h | actives 2% (n = 360,000);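 further: potency means the concentration at half of the fitted maximal effect; 0% = DMSO wells and -100% = cell-free medium wells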
#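 In this qHTS, HT-1080 cells depleted of IDH1 are exposed for 48 h at 37 °C to compound titrations. Toxicity is scored from CellTiter-Glo luminescence, with DMSO as full viability and medium alone as none.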
# KB-3-1 tox – kills parental KB-3-1 adenocarcinoma cells. actives 1.4% (n = 400,000). AID 1347075. KB-3-1 viability, CellTiter-Glo ATP luminescence, 72 h. Potency, µM (titrated, usually from 46.1 µM), for inactives: at the top dose activity change, negative = cytotoxic, actives largely listed as cytotoxic; further: potency means the concentration at half of the fitted maximal effect; on the % scale 0 is the no-effect control and ±100 the full control effect; nearly all actives have a fitted effect of over 60% in size
#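 KB-3-1 cells, DMEM (no phenol red) + 10% FBS; compound by pin transfer, 72 h, 37 °C. Readout: CellTiter-Glo luminescence after 10 min. Data normalized, curve-fitted.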
# SW480 rerep – induces DNA re-replication in SW480 colon adenocarcinoma cells; Potency, µM (doses to about 46.1 µM), for the others: at the highest dose re-replication activation, usual class: activators; actives 1.8% (n = 340,000); SW480 DNA re-replication, Hoechst DNA content imaging, 48 h; AID 624297; further: potency means the concentration at half of the fitted maximal effect; % of control where 0% means no effect; nearly all actives have a fitted effect of over 55% in size
#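 DNA re-replication was detected as more nuclei of elevated Hoechst intensity after 48 hr exposure to compound (23 nL pinned per well of 250 cells).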
# Starred values were filed as active, the others as inactive; i = inactive; u = inconclusive; x = not tested or not shown; & = joins results of further samples; [ ] = dose if it differs, or a comment. Unless noted, the call rests on the fitted dose curve; in most records, active means well fitted curve in the direction sought with a large enough effect; inconclusive means small, poorly fitted or top-dose-only effect, or another doubt; inactive means no such curve, though single readings can be large; an effect the other way counts as inactive or inconclusive.
(1) CC(C)OC(=O)/C(C#N)=C/c1cn(C)c2ccccc12
(2) Cc1ccc(C)c(N2CCN(c3ncnc4c3nc3n4CCCCC3)CC2)c1
(3) O=C(Cc1cccs1)Nc1ccc(F)c(S(=O)(=O)N2CCOCC2)c1
(4) Cc1nnsc1C(=O)N1CCCC(C(=O)c2ccc(C(F)(F)F)cc2)C1 (configuration not stated)
(5) Cc1ccc(S(=O)(=O)N2C[C@H]3N(C(=O)OC(C)C)N(C(=O)OC(C)C)C[C@H](OC(=O)Nc4cccs4)[C@@]3(O)C2)cc1
(6) COc1ccc(N2C(=O)[C@@H]3Cc4ccccc4CN3C2=O)cc1
(7) Cc1ccc2c(c1Br)/C(=N/N1C(=O)c3ccccc3C1=O)C(=O)N2
(8) O=C(CCSc1ccccc1)OCn1nnc2ccccc2c1=O
assay / compound	1	2	3	4	5	6	7	8
SW480 rerep	-2%	x	-9%	-1%	x	-3%	4%	-9%
S2 tox	i	i	x	i	u	i	i	i
HT1080NT lethal	-14%	x	10%	2%	-13%	-6%	11%	10%
HT1080 IDH1KD tx	-3%	x	3%	1%	-2%	-4%	12%	5%
IL1B secr inh	-54*	x	16	42	-80*	-13	-13	0
KB-3-1 tox	9%	0%	0%	2%	-19%	5%	-11%	24%
HepG2 tox	-21%	-30%	-2%	3%	-38%	-21%	-19%	-7%
MCF10A rereplic	13%	x	16%	9%	x	-3%	u	-9%
ATXN2 expr inh	18%	6%	x	x	-29%	10%	-29%	5%

# Single entries from the list:
# compound 1 | HepG2 tox: -21%
# compound 3 | MCF10A rereplic: 16%

# The listing continues.
(9) Cc1ccccc1NC(=O)C(C)O/N=C/c1cccc([N+](=O)[O-])c1 (configuration not stated)
(10) CCn1cc(C(=O)N[C@H](C(=O)NCCN2CCOCC2)C(C)C)c(=O)c2cc3c(cc21)OCO3
(11) Cc1ccc(-n2nnnc2SCCNS(=O)(=O)c2ccccc2)cc1C
(12) O=C(C(=O)N1CCC(Cc2ccccc2)CC1)c1cccs1
(13) Cc1ccccc1Nc1c(-c2cccc(Cl)c2)nc2ncccn12
(14) Cn1cc(S(=O)(=O)N2CCOCC2)cc1C(=O)Nc1ccc(Cl)cc1
(15) O=C(Cn1c(=O)n(Cc2nc(-c3ccccc3)no2)c(=O)c2cc3c(cc21)OCO3)Nc1ccccc1
(16) Cc1ccc(CN2CCC(c3cc(-c4ccc(Cl)cc4)n[nH]3)CC2)cc1
assay / compound	9	10	11	12	13	14	15	16
SW480 rerep	2%	-3%	-2%	x	x	u	x	u
S2 tox	i	i	i	x	i	i	i	u
HT1080NT lethal	0%	2%	u	0%	x	0%	x	0%
HT1080 IDH1KD tx	-2%	14%	u	2%	x	2%	x	u
IL1B secr inh	-11	12	-15	u	x	-25	x	-97*
KB-3-1 tox	-11%	4%	-18%	-4%	19%	-19%	0%	u
HepG2 tox	-13%	-27%	-4%	x	-10%	-5%	-11%	14µM*
MCF10A rereplic	3%	3%	1%	x	x	11%	x	u
ATXN2 expr inh	-1%	0%	0%	x	-11%	-25%	-10%	20µM*

# An excerpt of these results, with each value named:
(13) Cc1ccccc1Nc1c(-c2cccc(Cl)c2)nc2ncccn12
  SW480 rerep = x | S2 tox = i | HT1080NT lethal = x | HT1080 IDH1KD tx = x | IL1B secr inh = x | KB-3-1 tox = 19% | HepG2 tox = -10% | MCF10A rereplic = x | ATXN2 expr inh = -11%

(14) Cn1cc(S(=O)(=O)N2CCOCC2)cc1C(=O)Nc1ccc(Cl)cc1
  SW480 rerep = u | S2 tox = i | HT1080NT lethal = 0% | HT1080 IDH1KD tx = 2% | IL1B secr inh = -25 | KB-3-1 tox = -19% | HepG2 tox = -5% | MCF10A rereplic = 11% | ATXN2 expr inh = -25%

# Two successive records out of the list so far, for reference:
(15) O=C(Cn1c(=O)n(Cc2nc(-c3ccccc3)no2)c(=O)c2cc3c(cc21)OCO3)Nc1ccccc1
(16) Cc1ccc(CN2CCC(c3cc(-c4ccc(Cl)cc4)n[nH]3)CC2)cc1
assay / compound	15	16
SW480 rerep	x	u
S2 tox	i	u
HT1080NT lethal	x	0%
HT1080 IDH1KD tx	x	u
IL1B secr inh	x	-97*
KB-3-1 tox	0%	u
HepG2 tox	-11%	14µM*
MCF10A rereplic	x	u
ATXN2 expr inh	-10%	20µM*

# Following part.
(17) NCCCCCC(=O)O
(18) CC1CCC(NC(=O)CCNS(=O)(=O)c2ccccc2)CC1 (configuration not stated)
(19) CC(=O)c1ccc(NC(=S)NCc2cccnc2)cc1
(20) Cn1c(=O)[nH]c(=O)c2c1nc(CN1CCN(c3ccc(F)cc3)CC1)n2CCCc1ccccc1
(21) O=C(c1cccc(N2CCCC2=O)c1)N1CCN(c2cccc(Cl)c2)CC1
(22) COc1ccc(NC(=O)Cn2cnc3ccccc3c2=O)cc1OC
(23) C=CCNc1nc(NCCN2CCOCC2)nc(OC)n1
(24) Cc1ccc(C2C3CSCC=C3C(C#N)=C(N)C2(C#N)C#N)cc1 (configuration not stated)
assay / compound	17	18	19	20	21	22	23	24
SW480 rerep	u	-11%	0%	3%	-5%	-15%	0%	-7%
S2 tox	i	i	i	i	i	i	i	i
HT1080NT lethal	19%	-2%	10%	10%	u	-10%	-2%	-13%
HT1080 IDH1KD tx	11%	-1%	u	-1%	13µM*	3%	-2%	u
IL1B secr inh	22	2	23	0	4	4	-3	u
KB-3-1 tox	0%	-5%	9%	-2%	5.2µM*	-4%	1%	-10%
HepG2 tox	8%	-11%	3%	-3%	-33%	2%	-18%	-6%
MCF10A rereplic	-8%	-10%	-1%	0%	0%	-2%	-2%	u
ATXN2 expr inh	3%&-3%&13%	24%	1%	-13%	x	6%	-3%	u

(25) O=S(=O)(NCC1CC1)c1cc(Cl)cc(Cl)c1
(26) COc1ccc(-n2nc(C(=O)O)nc2-c2ccccc2)cc1
(27) COc1ccc(OC)c(Nc2nc(=O)c3cccnc3s2)c1
(28) CC(C)Oc1ccc(CNC(=O)CN2C(=O)CCc3cc(S(=O)(=O)N4CCCCC4)ccc32)cc1
(29) COc1cccc(-c2nc(SC(C(C)=O)C(=O)N(C)C)c3c(=O)n(C)c(=O)n(C)c3n2)c1 (configuration not stated)
(30) CC1CC(C)CN(C(=O)c2ccc(C#N)cc2)C1 (configuration not stated)
(31) Oc1ccc(-c2csc(NCc3ccco3)n2)cc1
(32) COc1ccc(N2CC(C(=O)Nc3cccc(OC(C)C)c3)CC2=O)cc1 (configuration not stated)
assay / compound	25	26	27	28	29	30	31	32
SW480 rerep	-11%	0%	-4%	x	x	-3%	-2%	0%
S2 tox	i	i	i	i	i	i	i	i
HT1080NT lethal	-1%	11%	0%	x	x	19%	5%	-12%
HT1080 IDH1KD tx	-24%	10%	-2%	x	x	29%	-9%	-1%
IL1B secr inh	59	2	-6	x	x	33	-12	11
KB-3-1 tox	-3%	-6%	1%	3%	4%	3%	-9%	-2%
HepG2 tox	4%	11%	-7%	-5%	12%	18%	0%	2%
MCF10A rereplic	4%	-1%	2%	x	x	5%	11%	-5%
ATXN2 expr inh	5%	-9%	-4%[11.3 µM]	5%	-2%	-13%	54%[activator]	-2%

(33) COc1ccc(C(=O)NCC(=O)N2CCN(c3ncccn3)CC2)cc1OC
(34) CC(=O)NC(CC(=O)Nc1cccc(S(=O)(=O)N2CCCCC2)c1)c1ccccc1 (configuration not stated)
(35) O=C(Cn1nc(-c2ccccc2)c2cnc3ccccc3c21)Nc1ccccc1
(36) Cc1nc2ncnn2c(C)c1CCC(=O)NC(C)c1ccc2c(c1)OCCO2 (configuration not stated)
(37) Cc1ccc(NC(=S)Nc2ccc(S(=O)(=O)Nc3ncccn3)cc2)c(C)c1
(38) Cc1ccc(S(=O)(=O)NC(=S)c2ccccc2)cc1
(39) CCCCc1nc(NCc2ccccc2)c(C#N)c2c1CCCC2
(40) O=C(O)C1CCCCC1C(=O)NCc1ccncc1 (configuration not stated)
assay / compound	33	34	35	36	37	38	39	40
SW480 rerep	-4%	-3%	x	-20%	12%	-43%[inhibitor]	-18%	-4%
S2 tox	u	i	i	x	i	i	i	i
HT1080NT lethal	6%	9%	x	2%	22%	7%	10%	14%
HT1080 IDH1KD tx	3%	10%	x	1%	5%	4%	18%	10%
IL1B secr inh	2	11	x	12	10	12	-6	7
KB-3-1 tox	9%	-5%	4%	9%	-1%	12%	3%	1%
HepG2 tox	14%	0%	2%	14%	-8%	11%	6%	16%
MCF10A rereplic	-2%	-9%	x	-1%	3%	1%	u	-6%
ATXN2 expr inh	-3%	-1%	6%	x	-9%	5%	4%	-2%

(41) O=C(c1c(F)cccc1F)N1CCN=C1SCc1ccccc1
(42) Cc1ccc(C)c2c1cc(C)c1nnc(SCC(=O)c3cccs3)n12
(43) CNC(=O)C1CC(=O)N(c2ccc(OCC(=O)Nc3ccccc3C)cc2)C1 (configuration not stated)
(44) CC(=O)NC(CCS(C)(=O)=O)C(=O)Nc1ccc2c(c1)OCO2 (configuration not stated)
assay / compound	41	42	43	44
SW480 rerep	10%	-9%	-2%	-15%
S2 tox	i	i	i	i
HT1080NT lethal	-2%	-3%	5%	-3%
HT1080 IDH1KD tx	1%	1%	0%	-2%
IL1B secr inh	-15	u	5	4
KB-3-1 tox	-10%	0%	13%	0%
HepG2 tox	-4%	18%	2%	-14%
MCF10A rereplic	0%	-5%	-2%	12%
ATXN2 expr inh	-2%	4%	6%	-19%
